Vc quorum ag: quorum light induction in luxS cqsA deficient V. cholerae; activation, % at 18.7 µM; V. cholerae BH1578 lux reporter, luminescence, 6 h; AID 588436; 0.16% of 350,000 active; in the data active = activation mostly above about 9.7%, no sharp cut-off; also: not every result past the cut was called active; inactives centre near 0; reference of the scale not given here
Mtb BioA inh: blocks M. tuberculosis BioA enzyme activity; purified M. tuberculosis BioA enzyme, plate reader; inhibition, % at 9.99 µM; AID 602481; 0.096% of 360,000 active; in the data active = inhibition above about 40%
MazF activator: increases E. coli MazEF RNase cleavage of RNA | AID 504720 | activation, % at 20 µM | FAM/BHQ RNA-DNA oligo cleavage fluorescence, 5 h | P0AE70 | 0.32% of 350,000 active; in the data active = activation above about 50%
Target sequence (P0AE70 whole entry, looked up): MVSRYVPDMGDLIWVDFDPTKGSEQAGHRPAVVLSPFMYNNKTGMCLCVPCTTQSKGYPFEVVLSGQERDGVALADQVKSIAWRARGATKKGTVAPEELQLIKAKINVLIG
SSB-PriA inh: K. pneumoniae PriA-SSBct interaction inhibition; AlphaScreen SSBct-PriA binding, biotinylated peptide; inhibition, % at 33 µM; 0.6% of 430,000 active; AID 1272365; in the data active = inhibition mostly above about 37%, no sharp cut-off; inactive = mostly below about 20%;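 also: plate controls were negative control peptide for no effect and reference peptide for full effect; strong numbers were not always called active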
Mtb FBA inh: inhibitors of M. tuberculosis fructose-bisphosphate aldolase; 2.3% of 360,000 active; inhibition, % at 1 µM; purified M. tuberculosis FBA, fluorescence read-out; in the data active = inhibition above about 27%;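 also: 0% = vehicle and 100% = reference inhibitor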
Target sequence (P9WQA3 whole entry, looked up): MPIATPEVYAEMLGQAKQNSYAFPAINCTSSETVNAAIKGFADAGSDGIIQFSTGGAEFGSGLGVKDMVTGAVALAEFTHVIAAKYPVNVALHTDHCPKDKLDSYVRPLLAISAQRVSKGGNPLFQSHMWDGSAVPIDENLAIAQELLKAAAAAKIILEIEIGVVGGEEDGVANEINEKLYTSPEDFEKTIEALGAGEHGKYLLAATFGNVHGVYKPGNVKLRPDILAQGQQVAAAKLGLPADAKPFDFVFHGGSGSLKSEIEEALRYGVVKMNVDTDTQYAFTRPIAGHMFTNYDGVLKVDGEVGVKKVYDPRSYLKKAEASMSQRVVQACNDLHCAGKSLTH
GDH-TPI counter: inhibits GDH-TPI coupling enzymes, artifact for Mtb FBA screen. 1.2% of 360,000 active. GDH-TPI coupled enzyme counterscreen, NADH absorbance. inhibition, % at 4.8 µM; in the data active = inhibition above about 30%;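 also: 0% = DMSO wells and 100% = wells lacking the enzyme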
Mtb UGM inh: Mtb UDP-galactopyranose mutase inhibition. P9WIQ1. purified UGM, fluorescence polarization probe displacement. inhibition, % at 10 µM. 0.06% of 320,000 active; in the data active = inhibition above about 10%, passing the limit was not always enough
Rv3671c inh: inhibits the M. tuberculosis serine protease Rv3671c | inhibition, % at 5.96 µM | 0.048% of 320,000 active | AID 2606; in the data active = inhibition above about 38%;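 also: extracellular domain of Rv3671c used as enzyme; 0% = enzyme with DMSO and 100% = no enzyme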
Target sequence (P9WHR9 whole entry, looked up, the tested form may be a part): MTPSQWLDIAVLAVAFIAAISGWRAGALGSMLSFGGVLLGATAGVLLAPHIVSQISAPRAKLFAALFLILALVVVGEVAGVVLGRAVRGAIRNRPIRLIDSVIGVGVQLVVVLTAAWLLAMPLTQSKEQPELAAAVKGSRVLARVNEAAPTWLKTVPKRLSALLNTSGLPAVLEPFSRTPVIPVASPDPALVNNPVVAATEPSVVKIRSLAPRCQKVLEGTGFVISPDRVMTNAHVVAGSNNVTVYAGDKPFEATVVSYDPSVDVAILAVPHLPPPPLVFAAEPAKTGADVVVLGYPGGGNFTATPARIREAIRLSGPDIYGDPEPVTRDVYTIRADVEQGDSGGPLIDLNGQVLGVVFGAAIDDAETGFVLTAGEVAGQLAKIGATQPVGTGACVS
3CLpro inhibitor: SARS-CoV 3CLpro protease inhibition. inhibition, % at 6 µM. 0.14% of 290,000 active. AID 1706. P0C6X7. recombinant SARS-CoV 3CLpro, quenched FRET peptide cleavage; in the data active = inhibition above about 12%
DUSP3 inh: blocks human VHR1 dual specificity phosphatase; P51452; recombinant VHR phosphatase, pNPP absorbance; inhibition, % at 13.3 µM; 0.52% of 290,000 active; in the data active = inhibition above about 50%; also: some compounds called inactive have numbers as strong as hits
Target sequence (P51452 whole entry, looked up): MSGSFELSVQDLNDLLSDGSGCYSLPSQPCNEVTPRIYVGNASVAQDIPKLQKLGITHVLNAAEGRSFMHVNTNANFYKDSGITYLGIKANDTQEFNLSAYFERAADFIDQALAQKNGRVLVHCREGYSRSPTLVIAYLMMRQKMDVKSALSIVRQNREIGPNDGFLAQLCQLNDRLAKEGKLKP
* marks the source's active call; other numbers are inactive results; & = joins results of further samples.

Results for CCN(CC(=O)NCc1ccc(Cl)cc1)C(=O)/C=C/c1ccc(Cl)c([N+](=O)[O-])c1 ?
Vc quorum ag: inactive; Mtb BioA inh: -1.8; MazF activator: 2; SSB-PriA inh: -12; Mtb FBA inh: 0; GDH-TPI counter: -9; Mtb UGM inh: -1.8; Rv3671c inh: -3; 3CLpro inhibitor: 3; DUSP3 inh: -3

How did CCOc1c(Br)cc(C(=O)OCC(=O)N2CCc3ccccc3C2)cc1OC do in these assays?
Vc quorum ag: inactive; Mtb BioA inh: -0.4; MazF activator: -3; SSB-PriA inh: -6; Mtb FBA inh: -2; GDH-TPI counter: -3; Mtb UGM inh: -0.1; Rv3671c inh: -6

How did CCOC(=O)C1=C(c2ccccc2)NC(=S)NC1c1cccc([N+](=O)[O-])c1 (configuration not stated) do in these assays?
Vc quorum ag: -1.0; Mtb BioA inh: -1.8; MazF activator: 3; SSB-PriA inh: 10; Mtb FBA inh: -4; GDH-TPI counter: 9; Mtb UGM inh: 1.1; Rv3671c inh: 7; 3CLpro inhibitor: 3; DUSP3 inh: 0

How did COc1ccc(Cc2nc(C(=O)Nc3ccc(OC)cc3)cs2)cc1 do in these assays?
Vc quorum ag: inactive; Mtb BioA inh: 0.5; MazF activator: -3; SSB-PriA inh: -28; Mtb FBA inh: 4; GDH-TPI counter: 0; Mtb UGM inh: 1.0; Rv3671c inh: -10; 3CLpro inhibitor: -1; DUSP3 inh: -2

What do the screens show for `Cc1nnc(SCC(=O)N2CCOCC2)n1C`?
Mtb BioA inh: -0.3; MazF activator: 1; SSB-PriA inh: -18; Mtb FBA inh: -2; GDH-TPI counter: -14; Mtb UGM inh: -1.6; Rv3671c inh: 4; 3CLpro inhibitor: -6; DUSP3 inh: 12

Results for CCC(CC)NC(=O)c1cccc(Oc2ccccc2)c1 ?
Vc quorum ag: -0.5; MazF activator: 4; SSB-PriA inh: 4; Mtb FBA inh: 0; GDH-TPI counter: -1; Mtb UGM inh: -1.8; Rv3671c inh: 5; 3CLpro inhibitor: 5; DUSP3 inh: 3

Results for COc1ccc(CCNC(=O)CC(C)S(=O)(=O)c2ccc3c(c2)NC(=O)CO3)cc1OC (configuration not stated) ?
Vc quorum ag: inactive; MazF activator: 10; SSB-PriA inh: -1; Mtb FBA inh: 1; GDH-TPI counter: 0; Mtb UGM inh: 0.6; Rv3671c inh: -13; 3CLpro inhibitor: -3; DUSP3 inh: 59*

What do the screens show for `N/C(=N\OC(=O)CCN1C(=O)c2ccccc2C1=O)c1ccccn1`?
Vc quorum ag: -0.3; Mtb BioA inh: 0.9; MazF activator: 8; Mtb FBA inh: -4; GDH-TPI counter: 1; Mtb UGM inh: -0.2; Rv3671c inh: 0; 3CLpro inhibitor: 0; DUSP3 inh: 12

How did C=C1N(c2ccc(Cl)cc2)C(=O)OC1(C)C do in these assays?
Vc quorum ag: inactive; Mtb BioA inh: -0.8; MazF activator: 6; SSB-PriA inh: -3; Mtb FBA inh: 0; GDH-TPI counter: -1; Mtb UGM inh: -0.3; Rv3671c inh: -2; 3CLpro inhibitor: 5; DUSP3 inh: -4

How did O=C(Nc1cccc(-n2cnnn2)c1)C1CCCN(C(=O)Cc2cccc(Cl)c2)C1 (configuration not stated) do in these assays?
Vc quorum ag: -0.1; Mtb BioA inh: -0.4; MazF activator: 8; Mtb FBA inh: -2; GDH-TPI counter: -2

Results for COc1cccc(OCC(=O)NNC(=O)c2ccc3ccccc3c2O)c1 ?
Vc quorum ag: inactive; Mtb BioA inh: -0.7; MazF activator: 1; SSB-PriA inh: 0; Mtb FBA inh: 29*; GDH-TPI counter: 12; 3CLpro inhibitor: 3; DUSP3 inh: 0

How did CC(Sc1nc(N)cc(=O)[nH]1)C(=O)NC1CCCCC1 (configuration not stated) do in these assays?
Vc quorum ag: inactive; Mtb BioA inh: -0.5; MazF activator: 2; SSB-PriA inh: -17; Mtb FBA inh: 3; GDH-TPI counter: -4; Mtb UGM inh: 3.8; Rv3671c inh: 2; 3CLpro inhibitor: 2; DUSP3 inh: -13

Ordered by molecular weight (low to high): part of the list above.
How did C=C1N(c2ccc(Cl)cc2)C(=O)OC1(C)C do in these assays?
Vc quorum ag: inactive; Mtb BioA inh: -0.8; MazF activator: 6; SSB-PriA inh: -3; Mtb FBA inh: 0; GDH-TPI counter: -1; Mtb UGM inh: -0.3; Rv3671c inh: -2; 3CLpro inhibitor: 5; DUSP3 inh: -4

Results for CCC(CC)NC(=O)c1cccc(Oc2ccccc2)c1 ?
Vc quorum ag: -0.5; MazF activator: 4; SSB-PriA inh: 4; Mtb FBA inh: 0; GDH-TPI counter: -1; Mtb UGM inh: -1.8; Rv3671c inh: 5; 3CLpro inhibitor: 5; DUSP3 inh: 3

How did CCOC(=O)C1=C(c2ccccc2)NC(=S)NC1c1cccc([N+](=O)[O-])c1 (configuration not stated) do in these assays?
Vc quorum ag: -1.0; Mtb BioA inh: -1.8; MazF activator: 3; SSB-PriA inh: 10; Mtb FBA inh: -4; GDH-TPI counter: 9; Mtb UGM inh: 1.1; Rv3671c inh: 7; 3CLpro inhibitor: 3; DUSP3 inh: 0

New compounds follow
How did CCc1cccc2c(C(=O)COC(=O)/C=C/c3ccccc3OC)c[nH]c12 do in these assays?
Vc quorum ag: inactive; Mtb BioA inh: -1.1; MazF activator: 0; SSB-PriA inh: -10; Mtb FBA inh: 2; GDH-TPI counter: 10; Mtb UGM inh: 1.1; Rv3671c inh: 2; 3CLpro inhibitor: -2; DUSP3 inh: 27

How did C#CC[N+](C)(C)CCCCCCCCCCCC do in these assays?
Vc quorum ag: -0.3; MazF activator: 26; SSB-PriA inh: 2; Mtb FBA inh: -5; GDH-TPI counter: -3; Mtb UGM inh: -0.9; Rv3671c inh: -1; 3CLpro inhibitor: -2; DUSP3 inh: -1

How did O=C(Nc1ccc(Br)cc1Br)Nc1cccc2[nH]c([C@@H]3O[C@H](CO)[C@@H](O)[C@H](O)[C@H]3O)nc12 do in these assays?
Vc quorum ag: -0.5; Mtb BioA inh: 0.6; Mtb FBA inh: 2; GDH-TPI counter: -3

How did COC(C[C@@H](O)C[C@@H](O)[C@@H](C)OCc1ccccc1)OC do in these assays?
Vc quorum ag: -1.3; Mtb BioA inh: 0.0; MazF activator: -1; SSB-PriA inh: -9; Mtb FBA inh: 1; GDH-TPI counter: 13; Mtb UGM inh: -1.3; Rv3671c inh: 12

What do the screens show for `Cc1nc(NCc2ccco2)c2cn[nH]c2n1`?
Vc quorum ag: inactive; Mtb BioA inh: 1.7; MazF activator: 5; SSB-PriA inh: 2; Mtb FBA inh: 1; GDH-TPI counter: 6

Results for Cc1cccc(C)c1NC(=O)CC(C)c1ccccc1 (configuration not stated) ?
Vc quorum ag: inactive; Mtb BioA inh: -3.4; MazF activator: -4; SSB-PriA inh: -15; Mtb FBA inh: 0; GDH-TPI counter: 0; Mtb UGM inh: -0.8; Rv3671c inh: 3; 3CLpro inhibitor: 5; DUSP3 inh: 0

What do the screens show for `O=c1c2ccccc2c(-c2n[nH]c(=S)o2)nn1Cc1ccccc1`?
Vc quorum ag: -0.3; MazF activator: -12; SSB-PriA inh: -6; Mtb FBA inh: 0; GDH-TPI counter: 9; Mtb UGM inh: 6.5; Rv3671c inh: -1; 3CLpro inhibitor: 2; DUSP3 inh: -16

How did Cc1ccc(CNC(=O)CN2C(=O)NC3(CCCC3)C2=O)cc1 do in these assays?
Vc quorum ag: inactive; MazF activator: -2; SSB-PriA inh: 2; Mtb FBA inh: 2; GDH-TPI counter: 8; Mtb UGM inh: -0.3; Rv3671c inh: 2

What do the screens show for `Nc1cc(Oc2ccc(Cl)cc2Cl)nc(N)n1`?
Vc quorum ag: inactive; Mtb BioA inh: -0.2; MazF activator: -15; SSB-PriA inh: -1; Mtb FBA inh: 1; GDH-TPI counter: 11; Mtb UGM inh: -0.4; Rv3671c inh: -3; 3CLpro inhibitor: 2; DUSP3 inh: 18

What do the screens show for `CCCCCn1c(SCC(=O)OCC)nc2cc(C(=O)N3CCC(C(N)=O)CC3)ccc2c1=O`?
Vc quorum ag: 14; Mtb BioA inh: -0.9; MazF activator: 1; SSB-PriA inh: -5; Mtb FBA inh: 4; GDH-TPI counter: 6; Mtb UGM inh: 1.5; Rv3671c inh: 4; 3CLpro inhibitor: 4; DUSP3 inh: 25

Results for CCCCN1C(=O)NC(=O)C2(Cc3ccccc3N3CCOCC32)C1=O (configuration not stated) ?
Vc quorum ag: -3.8; Mtb BioA inh: -4.4; MazF activator: -10; SSB-PriA inh: 2; Mtb FBA inh: -3; GDH-TPI counter: 7; Mtb UGM inh: -0.1; Rv3671c inh: 0; 3CLpro inhibitor: 0; DUSP3 inh: 17

Results for COc1ccccc1CCNC(=O)C(=O)NCCC1CCCCN1S(=O)(=O)c1ccccc1 (configuration not stated) ?
Vc quorum ag: -0.2; Mtb BioA inh: -0.2; MazF activator: -14; SSB-PriA inh: 5&-8; Mtb FBA inh: 1; GDH-TPI counter: 5; Mtb UGM inh: 0.8; Rv3671c inh: 7

What do the screens show for `O=C(NCCC1=CCCCC1)NC1CCCCC1`?
Vc quorum ag: inactive; Mtb BioA inh: -4.1; MazF activator: 8; SSB-PriA inh: -2; Mtb FBA inh: 0; GDH-TPI counter: 2; Mtb UGM inh: -0.8; Rv3671c inh: 2; 3CLpro inhibitor: 4; DUSP3 inh: 4

What do the screens show for `O=C(CCc1ccccc1)Nc1ccc(NC(=O)c2ccco2)nc1`?
Vc quorum ag: 0.6; Mtb BioA inh: 0.9; MazF activator: 618*; SSB-PriA inh: -17; Mtb FBA inh: 6; GDH-TPI counter: 3; Mtb UGM inh: 4.3; Rv3671c inh: -1; 3CLpro inhibitor: 3; DUSP3 inh: 13

Results for Cc1ccc(S(=O)(=O)NC(=O)c2cc(C)n(-c3cc(S(=O)(=O)N4CCOCC4)ccc3N3CCCC3)c2C)cc1 ?
Vc quorum ag: -0.4; MazF activator: -7; SSB-PriA inh: 0; Mtb FBA inh: -1; GDH-TPI counter: -4; Mtb UGM inh: 0.4; Rv3671c inh: 7; 3CLpro inhibitor: 5; DUSP3 inh: 27

What do the screens show for `Cc1cc(C(=O)CS(=O)(=O)c2ccccc2)cc(C)c1OC(=O)N(C)C`?
Vc quorum ag: inactive; MazF activator: 16; SSB-PriA inh: -8; Mtb FBA inh: -3; GDH-TPI counter: -1; Mtb UGM inh: 0.8; Rv3671c inh: 12; 3CLpro inhibitor: 0; DUSP3 inh: 17

How did CCN(CC)S(=O)(=O)c1ccc2c(c1)nc(SC(C)C(N)=O)n2-c1ccc(OC)cc1 (configuration not stated) do in these assays?
Vc quorum ag: -0.4; MazF activator: 6; SSB-PriA inh: -5; Mtb FBA inh: 1; GDH-TPI counter: 8; Mtb UGM inh: -0.5; Rv3671c inh: -5; 3CLpro inhibitor: 6; DUSP3 inh: -9

How did O=[N+]([O-])c1cccc2ccc(N3CCOCC3)nc12 do in these assays?
Vc quorum ag: inactive; Mtb BioA inh: -0.7; MazF activator: 4; SSB-PriA inh: 9; Mtb FBA inh: -3; GDH-TPI counter: 9; Mtb UGM inh: -2.5; Rv3671c inh: -2; 3CLpro inhibitor: -4; DUSP3 inh: 18

Results for COc1ccc(NC(=O)CN(C)C(=O)CSC(c2ccccc2)c2ccccc2)cc1 ?
Vc quorum ag: inactive; Mtb BioA inh: -0.7; MazF activator: 2; SSB-PriA inh: -1; Mtb FBA inh: 3; GDH-TPI counter: 4; Mtb UGM inh: -1.1; Rv3671c inh: -1

What do the screens show for `Cc1cc(C)cc(C(=O)NCC(=O)OCC(=O)N2CCN(S(=O)(=O)c3ccc4ccccc4c3)CC2)c1`?
Vc quorum ag: inactive; Mtb BioA inh: -1.7; MazF activator: -8; SSB-PriA inh: -7; Mtb FBA inh: -2; GDH-TPI counter: 6; Mtb UGM inh: -0.4; Rv3671c inh: -10; 3CLpro inhibitor: 5; DUSP3 inh: -3

What do the screens show for `O=C(CSc1nc2ccccc2n1CCc1ccccc1)c1ccc(O)c(O)c1`?
Vc quorum ag: 0.1; Mtb BioA inh: -0.7; MazF activator: -3; SSB-PriA inh: 10; Mtb FBA inh: 3; GDH-TPI counter: -4; 3CLpro inhibitor: 3; DUSP3 inh: 89

Results for N#Cc1c(N2CCOCC2)nc(N)c2c(N)nc3c(c12)CC(CCl)O3 (configuration not stated) ?
Vc quorum ag: 3.6; MazF activator: -17; SSB-PriA inh: 2; Mtb FBA inh: 21; GDH-TPI counter: 13; Mtb UGM inh: 0.2; Rv3671c inh: -6; 3CLpro inhibitor: 3; DUSP3 inh: 17

The list is partial, so the mix of outcomes need not match the whole.
